Compound activity deposited in PubChem BioAssay by The Scripps Research Institute Molecular Screening Center.
FBW7 act – FBW7 E3 ligase activators, primary screen, biochemical, AlphaScreen, human. normalized activity (activation), % at 26.1 µM. actives 0.13% (n = 650,000). AlphaScreen FBW7–phospho-cyclin E peptide binding, activator screen. F-box/WD repeat-containing protein 7 (Homo sapiens), Q969H0; in the data active means normalized activity above about 1.9%;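 further: purified mutant Fbw7 with reduced substrate affinity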
Target sequence (Q969H0 whole entry, looked up): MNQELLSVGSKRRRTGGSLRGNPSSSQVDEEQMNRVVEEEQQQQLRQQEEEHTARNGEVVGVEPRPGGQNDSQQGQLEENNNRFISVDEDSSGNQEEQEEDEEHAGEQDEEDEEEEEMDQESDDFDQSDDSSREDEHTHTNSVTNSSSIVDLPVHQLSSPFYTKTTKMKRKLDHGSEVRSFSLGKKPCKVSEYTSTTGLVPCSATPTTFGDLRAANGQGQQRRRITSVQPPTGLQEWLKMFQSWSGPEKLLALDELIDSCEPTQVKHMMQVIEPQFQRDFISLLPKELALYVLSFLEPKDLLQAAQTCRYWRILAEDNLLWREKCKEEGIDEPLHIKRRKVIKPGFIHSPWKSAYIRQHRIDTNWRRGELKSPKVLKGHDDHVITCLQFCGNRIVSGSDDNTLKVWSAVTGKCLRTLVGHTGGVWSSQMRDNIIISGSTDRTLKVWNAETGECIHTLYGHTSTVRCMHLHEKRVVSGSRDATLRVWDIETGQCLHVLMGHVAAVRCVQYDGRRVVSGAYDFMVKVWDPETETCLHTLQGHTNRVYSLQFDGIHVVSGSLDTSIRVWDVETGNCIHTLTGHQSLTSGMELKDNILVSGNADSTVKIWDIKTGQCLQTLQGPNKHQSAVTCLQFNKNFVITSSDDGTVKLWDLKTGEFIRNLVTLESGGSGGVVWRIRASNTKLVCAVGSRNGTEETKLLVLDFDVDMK
GPR151 activ – activators of human GPR151, primary screen, cell-based, PathHunter beta-arrestin, luminescence | activation, % at 11.2 µM | actives 1% (n = 650,000) | AID 1508602, 2020 | PathHunter beta-arrestin GPR151 cells | G-protein coupled receptor 151 (Homo sapiens), Q8TDV0; in the data active means activation above about 4.9%;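 further: 0% = median of compound wells and 100% = cells with positive control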
MITF primary – MITF inhibitors, primary screen, biochemical, AlphaScreen, human | Microphthalmia-associated transcription factor (Homo sapiens), O75030 | AlphaScreen MITF homodimerization, bead proximity signal | inhibition, % at 2.6 µM | actives 0.91% (n = 650,000) | AID 1259374, 2018; in the data active means inhibition above about 50%;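 further: 0% = vehicle wells with protein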
TEAD-YAP block – TEAD-YAP interaction inhibition, primary screen, TEAD-YAP interaction inhibitor project, luminescence, HEK-TIYL cells; TEAD-Gal4/YAP UAS-luciferase luminescence; inhibition, % at 9.12 µM; actives 1.4% (n = 640,000); AID 1259422, 2018; in the data active means inhibition above about 32%;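 further: 0% = median of test compound wells and 100% = reference inhibitor wells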
The depositor's hits bear a star; . = not tested or not shown. Not a hit list; 3.5% or so of the library scored in one or more.

Sample of the layout (4 entries):
SMILES	FBW7 act	GPR151 activ	MITF primary	TEAD-YAP block
Cc1ccc(CNCc2cn[nH]c2-c2ccc(F)cc2)o1	-0.3	1.4	6	-5
CC(C)C1N(C(=O)CN2CCOCC2)CCN1S(=O)(=O)c1ccccc1 (centres undefined)	-0.1	0.1	-2	0
CN1CCN(Cc2coc3c(Cl)cc(Cl)cc3c2=O)CC1	0.4	1.0	64*	-3
COc1ccc(-c2csc(NC(=O)CS(=O)(=O)c3ccc(F)cc3)n2)cc1C	0.0	-1.8	16	-40

Main list, repeating the preview:
SMILES	FBW7 act	GPR151 activ	MITF primary	TEAD-YAP block
Cc1ccc(CNCc2cn[nH]c2-c2ccc(F)cc2)o1	-0.3	1.4	6	-5
CC(C)C1N(C(=O)CN2CCOCC2)CCN1S(=O)(=O)c1ccccc1 (centres undefined)	-0.1	0.1	-2	0
CN1CCN(Cc2coc3c(Cl)cc(Cl)cc3c2=O)CC1	0.4	1.0	64*	-3
COc1ccc(-c2csc(NC(=O)CS(=O)(=O)c3ccc(F)cc3)n2)cc1C	0.0	-1.8	16	-40
CC(=O)Oc1ccccc1N1C(=O)c2cccc(N)c2C1=O	0.0	0.3	1	2
Cn1ccc(C(=O)N/N=C/c2cccnc2)n1	-0.2	-4.7	-14	-28
O=C(NCCC1=CCCCC1)C1CCC(Cn2c(=S)[nH]c3ccccc3c2=O)CC1 (centres undefined)	0.0	-0.2	1	-2
CCOC(=O)CSc1nc2sc3c(c2c(=O)n1-c1ccccc1)CCN(C)C3	0.0	2.0	3	1
Nn1c(SCC(=O)NCCc2ccccc2)nc2ccccc2c1=O	-0.2	1.1	4	14
CCOc1ccc(C2C(C(=O)OCCOc3ccccc3)=C(C)NC3=C2C(=O)CC(C)(C)C3)cc1 (centres undefined)	-0.1	-1.3	-12	-6
CC(C)c1ccc(S(=O)(=O)N(C)C2CCS(=O)(=O)C2)cc1 (centres undefined)	0.1	1.2	11	-9
COc1ccc(C2C3=C(Nc4ncnn42)c2ccccc2OC3c2cccc([N+](=O)[O-])c2)cc1 (centres undefined)	-0.1	2.5	4	-15
C=CCn1c(CCNC(=O)COc2ccccc2)nc2ccccc21	0.0	0.6	2	0
CCOc1ccc2c(c1)c(C(C)=O)c(C)n2-c1cccc(C(F)(F)F)c1	0.0	0.7	-3	3
C=CCNC(=S)N/N=C(\C)c1cc(OC)c(OC)c(OC)c1	0.0	1.1	-2	-3
Cc1ccc(S(=O)(=O)N2CCCC(C(=O)NN)C2)cc1 (centres undefined)	-0.3	-1.0	-8	-27
O=C1N[C@@H](COCc2ccccc2)C(=O)N2CCN(Cc3ccccn3)C[C@H]12	-0.3	3.2	0	-1
CC(C)n1cnc2c(NCCO)nc(-c3cccc(N)c3)nc21	0.1	4.2	12	-5
Cc1ccc(-c2nc3ncccc3o2)cc1NC(=O)COc1ccc(C2CCCCC2)cc1	0.2	0.3	0	-8
Cc1cccc(NC(=O)CN(C)S(=O)(=O)c2ccc3c(c2)C(C)(C)C(=O)N3C)c1C	-0.1	0.8	5	10
NCCN1C(=O)S/C(=C\c2ccc(Cl)c(Cl)c2)C1=O	0.1	2.0	8	-1
CN(C)CCCOc1ccc(-c2cccnc2)cn1	-0.2	0.7	0	3
COc1ccc(NC(=O)Cn2c(=O)c3ccccc3n3nncc23)cc1	-0.1	-0.2	22	18
COc1ccc(-c2cc(C(F)(F)F)n3nc(C(N)=O)c(Cl)c3n2)cc1OC	-0.1	-0.3	-4	-9
COC(=O)C1=C(C(=O)OC)[C@@H]2N(C)c3ccccc3[C@@]23C[C@@H](C(=O)OC)N(C(=O)c2cc(C)oc2C)C3=N1	-0.1	1.8	0	.
CCOC(=O)c1ccc(Nc2nc3nonc3n3cnnc23)cc1	0.1	-0.3	-4	9
CC1(Cc2ccccn2)C(=O)Nc2cc(Cl)cc(Cl)c21 (centres undefined)	-0.1	1.5	9	-2
C=CCNCCC1CCC(=O)N1Cc1cc(F)ccc1F (centres undefined)	0.0	-0.6	8	14
O=c1[nH]c(CSc2ccc(Cl)cc2)nc2ccccc12	0.0	1.8	-6	4
CCOc1cccc2cc(C(=O)Nc3cccc(C)n3)oc12	0.0	0.9	-13	-8
CCN(C(=O)CN1C(=O)c2ccccc2C1=O)c1ccccc1C	0.6	-0.4	18	1
CC(C)(CO)Nc1ncnc(N)c1[N+](=O)[O-]	0.0	0.4	-14	51*
COc1ccc(C(=O)NCCN(C)C)cc1OC	-0.1	0.4	-1	0
CC1CCN(c2nc3c(c(=O)[nH]2)CCN(Cc2ccc(O)cc2)C3)CC1	0.0	-0.2	-6	-4
CC(=O)c1cccc(NC(=O)NNC(=O)CCCOc2ccc(Cl)cc2C)c1	-0.1	-0.5	-6	15
Cc1nc2cc(C(=O)N3CCc4ccccc43)ccc2n1-c1ccc(OCc2ccccc2)cc1	-0.1	-0.5	1	-5
Fc1ccc(-c2nnc3ccc(SCc4ccccn4)nn23)cc1	0.1	-0.6	8	10
CCOC(=O)c1c(NC(=O)CSc2nnc(CNC(=O)COc3ccccc3)n2-c2cccc(C)c2)sc2c1CCCCC2	-0.2	1.6	-1	-13
CCOC(=O)N1CCN(C(=O)c2ccc(N3C(=O)CCC3=O)cc2)CC1	0.1	-1.6	9	6
COc1cccc(N2CCN(C(=O)Nc3ccccc3Cl)CC2)c1	0.3	1.7	19	12
CCC[C@@H]1NC(=O)[C@H]2CN(C(=O)Oc3ccc(C)cc3)CCN2C1=O	-0.2	0.7	-5	-2
CC1CN(c2ccccc2)NC1=O (centres undefined)	0.2	-0.1	-1	2
CCSC1=C(C#N)C(=O)NC(/C=C/c2ccccc2)S1 (centres undefined)	0.0	1.7	6	6
O=C(Nc1cccc(C(F)(F)F)c1)c1cnc(N2CCN(c3ncccn3)CC2)c2ccccc12	0.3	-0.6	13	8
Cc1ccccc1-n1c(SCC(N)=O)nnc1-c1ccccn1	0.1	-1.0	0	4
O=C(NCc1ccccc1F)c1ccc(N2CCC(N[C@H]3CCCCNC3=O)CC2)cc1	-0.1	-0.5	-2	-2
COc1cccc(C2/C(=C(/O)c3ccccc3)C(=O)C(=O)N2c2ccccc2)c1 (centres undefined)	-0.1	-0.1	5	5
Nc1nnc(SCC(=O)Nc2ccc(NC(=O)CSc3nnc(N)s3)c(Cl)c2)s1	0.1	-0.8	3	9
CCOc1ccccc1NC(=S)NC	0.3	-0.3	17	9
Cc1ccc(-n2c(=O)c(C#N)cc3c(=O)n4ccccc4nc32)cc1[N+](=O)[O-]	0.0	0.6	-10	-1
O=S(=O)(c1ccc(-c2ccsc2)cc1)C1CCN(CCc2ccccn2)CC1	0.0	0.5	16	5
COC(=O)Cc1c(C)nc2nc(N)[nH]n2c1=O	-0.1	-0.7	-4	6
COc1ccc2c(CC(=O)O)cc(=O)oc2c1	0.0	1.2	-7	6
CCOC(=O)c1cnc2ccc(OC)cc2c1Nc1cccc(C(F)(F)F)c1	-0.2	0.7	3	8
CC1=C(C(=O)Nc2ccc(C)cn2)C(c2cccc(Br)c2)C2=C(CC(C)(C)CC2=O)N1 (centres undefined)	0.2	1.0	3	6
CC1CC(C)CN(S(=O)(=O)N2CCCC(C(=O)NC(C)c3ccccc3)C2)C1 (centres undefined)	0.3	-0.6	-6	9
CN(CC(=O)NCC1CCCO1)S(=O)(=O)c1cccc2cnccc12 (centres undefined)	0.0	2.5	11	5
CC(=O)N1CCN(Cc2ccc3c(c2)CN(Cc2ccoc2)CCO3)CC1	-0.1	-0.3	9	8
COc1ccc(N/C=C(/C#N)c2nc(-c3ccc(OC)cc3)cs2)cc1	-0.1	0.6	4	4
COc1ccc(/C=C/C(=O)Nc2cc([N+](=O)[O-])ccc2F)cc1OC	-0.1	-0.4	8	3

Later entries.
SMILES	FBW7 act	GPR151 activ	MITF primary	TEAD-YAP block
c1c2c(cc3sc(N4CCCCC4)nc13)OCCO2	1.4	-8.1	-1	81*
CC1(C)CC(=O)C(C(C2=C(O)CC(C)(C)CC2=O)c2ccc(F)cc2)C(=O)C1 (centres undefined)	0.0	-0.7	6	3
O=C1CCc2cc(S(=O)(=O)N3CCC(C(=O)O)CC3)ccc2N1	-0.1	0.2	1	-6
C=CCn1c(SCc2ccc(C)cc2)nc2cc(C(=O)N3CCOCC3)ccc2c1=O	0.5	-0.1	2	-1
CON1C(=O)CN(C(=O)Nc2ccccc2)C1c1ccccc1 (centres undefined)	-0.2	-0.5	-13	1
COCc1cc(C)nc2sc(C(=O)Nc3ccc(S(N)(=O)=O)cc3)c(N)c12	-0.1	0.3	5	1
Nc1ncnc2c1ncn2CCNCc1ccccc1	0.5	3.9	-11	-12
CSC1=NC(=Nc2ccccc2)C2(CCCCC2)N1c1ccc(Cl)cc1	0.1	1.2	11	-2
CCOC(=O)N1CCN(S(=O)(=O)c2ccc(C(=O)Nc3nc4c(C)cccc4s3)cc2)CC1	0.2	-0.2	16	3
Cc1ccc(NC(=S)NC(=O)c2ccco2)cc1	-0.1	0.0	7	-35
O=C(NCc1ccccn1)C(=O)Nc1cc(Cl)ccc1Cl	-0.2	1.2	-5	-5
CCn1c2ccccc2n2c(=O)n(CC(=O)NC3CCCC3)nc12	0.0	1.0	11	-2
COc1ccc([N+](=O)[O-])cc1NC(=O)c1cc(Cl)ccc1Cl	0.0	-0.5	-19	-4
CCOC(=O)c1sc2nc(SCc3c(F)cccc3Cl)n(Cc3ccco3)c(=O)c2c1C	0.2	-0.5	4	-10
C=CCN(CC=C)S(=O)(=O)c1ccc(NC(=O)CCC(=O)O)cc1	0.2	1.7	13	10
Cn1c(=O)c2c(nc(N(CCO)CCO)n2Cc2cccc3ccccc23)n(C)c1=O	-0.3	1.1	8	-5
CCOc1ccc(-c2cc(C)n3nc(C(=O)OC)cc3n2)cc1	0.4	0.4	-2	-11
CC1=NN2C(=N)/C(=C/c3cn(Cc4ccccc4C)c4ccccc34)C(=O)N=C2S1	-0.1	1.7	-22	4
CCC(Sc1nc2n[nH]c(C)c2c(=N)n1-c1cccc(C)c1)C(=O)N(CC)CC (centres undefined)	-0.1	0.0	4	39*
CCCSc1nnc(NC(=O)Cc2ccc(OC)c(OC)c2)s1	-0.1	-0.8	9	6
O=C1NC(c2ccccc2[N+](=O)[O-])C(C(=O)c2cccs2)C(O)(C(F)(F)F)N1 (centres undefined)	0.7	-0.3	59*	-6
CCOC(=O)C(NC(=O)c1ccccc1Cl)(Nc1sc2c(c1C#N)CCCC2)C(F)(F)F (centres undefined)	0.0	0.6	-6	9
Cc1ccc(COc2cn(CC(=O)N3CCOCC3)c(C)cc2=O)cc1	0.3	-0.9	16	4
COC1CCN(c2nc3nonc3nc2N2CCCCCC2)CC1	0.0	2.6	11	-1
Cc1ncc(CN2CCOc3ccc(C(C)(O)CN(C)C)cc3C2)[nH]1 (centres undefined)	0.2	0.5	0	-3
CCN(CC)c1ccc(C(=O)NNC(=O)CCl)cc1	0.6	3.2	4	10
Cc1ccc(S(=O)(=O)NN2C(=O)c3ccccc3NC2c2ccccc2F)cc1 (centres undefined)	0.4	0.5	10	-6
COC(=O)/C(C#N)=C/c1c(C)nn(-c2ccc(F)cc2)c1Cl	0.5	-0.8	15	4
Cc1c(C(=O)N2CCN(c3ccccc3F)CC2)sc2ncnc(N3CCN(c4ccccc4)CC3)c12	-0.2	-1.2	21	7
COc1ccccc1OCc1nnc(SCC(=O)N2CCCC2)n1C	0.5	-0.1	20	3
Cc1ccc(/C(O)=C2/C(=O)C(=O)N(CCCO)C2c2ccc(Cl)cc2)cc1 (centres undefined)	-0.1	-0.4	-15	-12
COc1ccc(Cl)cc1NC(=O)CCCn1sc2ccccc2c1=O	-0.2	0.0	2	0

Laid out differently: 6 of the compounds above.
Fields: FBW7 act, GPR151 activ, MITF primary, TEAD-YAP block
- O=C1NC(c2ccccc2[N+](=O)[O-])C(C(=O)c2cccs2)C(O)(C(F)(F)F)N1 (centres undefined)
 : 0.7, -0.3, 59*, -6
- CCOC(=O)C(NC(=O)c1ccccc1Cl)(Nc1sc2c(c1C#N)CCCC2)C(F)(F)F (centres undefined)
 : 0.0, 0.6, -6, 9
- Cc1ccc(COc2cn(CC(=O)N3CCOCC3)c(C)cc2=O)cc1
 : 0.3, -0.9, 16, 4
- COC1CCN(c2nc3nonc3nc2N2CCCCCC2)CC1
 : 0.0, 2.6, 11, -1
- Cc1ncc(CN2CCOc3ccc(C(C)(O)CN(C)C)cc3C2)[nH]1 (centres undefined)
 : 0.2, 0.5, 0, -3
- CCN(CC)c1ccc(C(=O)NNC(=O)CCl)cc1
 : 0.6, 3.2, 4, 10
